High-throughput results: PubChem BioAssay, National Center for Advancing Translational Sciences (NCATS)
PNC inhibitor: perinucleolar compartment assembly inhibition; hit rate 3.1% among 140,000; activity change (PNC), negative = inhibition, % at 10 µM; AID 2417; PC3M PTB-GFP, PNC prevalence imaging, 16 h; hits give low values;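 active means readout at or below -70, meaning at least 70% loss of cells showing the perinucleolar compartment, a nuclear body marking cancer cells; inconclusive means readout between -30 and a set limit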;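 further: plate controls were DMSO wells for no effect and camptothecin positive control wells for full effect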
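Compounds are pinned in duplicate onto adhered PC3M cells stably expressing GFP-tagged PTB and incubated 16 h at 37 C. Cells are then fixed, nuclei stained with Hoechst, and PNC-positive cells counted.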
ALOX12 inhib: inhibitors of human 12-lipoxygenase (ALOX12). P18054. Potency, µM (series often up to 57.1 µM), for the others: at the highest dose activity change, negative = inhibition, most hits filed as inhibitors. purified 12-hLO, xylenol orange hydroperoxide absorbance. hit rate 0.12% among 150,000; further: potency means the concentration at half of the fitted maximal effect; nearly all actives have a fitted effect of over 55% in size; many of its hits are not listed in these tables
Target sequence (P18054 whole entry, looked up): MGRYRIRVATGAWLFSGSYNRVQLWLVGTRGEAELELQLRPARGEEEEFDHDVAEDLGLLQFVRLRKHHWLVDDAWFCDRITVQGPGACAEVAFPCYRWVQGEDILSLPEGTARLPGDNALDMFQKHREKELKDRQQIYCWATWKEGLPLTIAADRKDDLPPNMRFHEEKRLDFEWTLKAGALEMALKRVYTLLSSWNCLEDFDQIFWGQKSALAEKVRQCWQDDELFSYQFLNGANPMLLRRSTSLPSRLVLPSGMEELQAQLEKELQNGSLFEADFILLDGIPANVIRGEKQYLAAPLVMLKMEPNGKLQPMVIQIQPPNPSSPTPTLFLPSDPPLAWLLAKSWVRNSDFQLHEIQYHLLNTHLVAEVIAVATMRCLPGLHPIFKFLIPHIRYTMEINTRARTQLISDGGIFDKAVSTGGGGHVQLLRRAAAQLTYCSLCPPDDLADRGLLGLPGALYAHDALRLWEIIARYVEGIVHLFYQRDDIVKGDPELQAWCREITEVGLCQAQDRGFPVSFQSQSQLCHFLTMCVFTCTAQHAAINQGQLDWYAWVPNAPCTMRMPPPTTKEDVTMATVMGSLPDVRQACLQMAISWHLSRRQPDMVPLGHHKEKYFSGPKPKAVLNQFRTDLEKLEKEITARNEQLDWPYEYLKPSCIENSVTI
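150 nM 12hLO, 25 mM Hepes pH 7.0 + 0.01% Triton X-100; cpd preinc 15 min RT; 40 uM arachidonic acid, 30 min RT; Fe-XO 30 min; A573/A405 ratio as read-out.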
IMPase cell inh: membrane-permeable compound that blocks inositol monophosphatase. inhibition (IP1 accumulation), % at 46.1 µM. 120,000 tested, under 10 active. P97697. AID 901. CHO-M1 cells, IP1 accumulation, HTRF TR-FRET ratio; active means well fitted curve in the direction sought with a large enough effect in the signal ratio, not every such curve was filed as active; inconclusive means small, poorly fitted or top-dose-only effect, or a change in a side signal; inactive means no such curve, though single readings can be large or run the other way; the % refers to the signal ratio;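 further: cells stimulated with carbachol in lithium chloride buffer; plate controls were DMSO basal wells for no effect and reference inhibitor wells for full effect; higher means more IMPase inhibition seen as more IP1 and lower FRET ratio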
Target sequence (P97697 whole entry, looked up): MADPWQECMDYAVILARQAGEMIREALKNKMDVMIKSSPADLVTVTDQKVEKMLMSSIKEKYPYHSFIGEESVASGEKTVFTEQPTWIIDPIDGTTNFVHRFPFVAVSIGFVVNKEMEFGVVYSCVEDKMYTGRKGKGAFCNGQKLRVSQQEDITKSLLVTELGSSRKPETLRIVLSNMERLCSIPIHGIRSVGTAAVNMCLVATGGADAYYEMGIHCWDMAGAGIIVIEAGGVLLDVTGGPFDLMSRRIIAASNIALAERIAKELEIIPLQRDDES
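The IP-One HTRF competitive assay in carbachol-stimulated CHO-M1 cells quantifies cellular IP1. Compounds spanned up to 46 uM final, and activity is expressed as AC50 from concentration-response fits of the ratio and donor data.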
ALOX15B inhib: blocks human 15-lipoxygenase 2 activity | O15296 | purified 15hLO-2, xylenol orange hydroperoxide absorbance | Potency, µM (series often up to 57.1 µM), for the others: at the top dose activity change, negative = inhibition, usual class: inhibitors | hit rate 0.56% among 110,000; further: potency means the concentration at half of the fitted maximal effect; nearly all actives have a fitted effect of over 60% in size; many of its hits are not listed in these tables
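Read-out: hydroperoxide product oxidises ferrous iron, measured as xylenol orange complex via the 573-to-405 nm absorbance ratio after 30 min. Reaction: 50 nM enzyme, 15 min compound preincubation, 45 uM arachidonic acid, 90 min RT, Hepes pH 7.5 with Triton X-100.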
The depositor's hits bear a star; u = inconclusive; x = no result given; [ ] = dose if it differs, or a comment. Unless noted, the call rests on the fitted dose curve; in most records, active means well fitted curve in the direction sought with a large enough effect; inconclusive means small, poorly fitted or top-dose-only effect, or another doubt; inactive means no such curve, though single readings can be large; an effect the other way counts as inactive or inconclusive. Unless noted, on the % scale 0 is the no-effect control and ±100 the full control effect. Not all compounds are listed, so the mix of outcomes need not match the whole.

SMILES	PNC inhibitor	ALOX12 inhib	IMPase cell inh	ALOX15B inhib
COc1ccc(OC)c(NC(=O)CSc2nc3ccccc3c3nc4ccccc4n23)c1	32.3	-2.3%	-5.2	x
Cc1cccc(C)c1NC(=O)CNC(=O)C(NC(=O)c1ccc(C(C)(C)C)cc1)C(C)C (stereo not drawn)	69.7	2.1%	-5.1	x
COc1ccccc1CNCC(O)Cn1c2ccccc2c2ccccc21 (stereo not drawn)	-10.1	-3.8%	x	x
COc1ccc(OC)c(S(=O)(=O)Nc2ccccc2F)c1	-25.5	-1.6%	3.0	-2.7%
CC1CC(NS(=O)(=O)c2cccs2)CC(C)(C)C1 (stereo not drawn)	-5.3	8.8%	0.8	-1.8%
CCC(c1c(C)[nH]oc1=O)c1c(C)[nH]oc1=O	-2.5	-10.1%	5.8	-25.4%
CCC(Sc1ccc2nnc(-c3ccc(OC)c(OC)c3)n2n1)C(=O)O (stereo not drawn)	36.5	-2.4%	-14.9	-22.1%
CN1/C(=C/C2CC(=O)NC2=O)C(C)(C)c2ccccc21 (stereo not drawn)	9.7	-4.9%	5.2	-11.7%
CCOc1cc(C(=O)Nc2cc(=O)n(C)c(=O)n2C)cc(OCC)c1OCC	-19.9	3.5%	-2.2	-12.1%
CCC(NS(=O)(=O)c1ccc(OC)cc1)C(=O)O (stereo not drawn)	u	4.6%	-0.1	-0.2%
NC1=NC(c2ccc(Cl)cc2)n2c(nc3ccccc32)N1 (stereo not drawn)	34.7	-3.5%	-4.1	37.6%[activator]
COc1ccc(-n2nnc3c(SCc4ccccc4)ncnc32)cc1	-15.0	-3.8%	7.5	3.2%
Cc1no[n+]([O-])c1COc1ccc(/C=N/n2nnnc2N)cc1	41.2	-3.3%	x	x
CCOc1ccc2nc(SCC(=O)N(C)C3CCS(=O)(=O)C3)[nH]c2c1 (stereo not drawn)	-2.4	-4.0%	u	-8.2%
COc1ccc2oc(=O)c(-c3nc4ccccc4o3)cc2c1	-80.8*	-2.6%	-5.8	x

Compound profiles, as listed above. Order of screens: PNC inhibitor, ALOX12 inhib, IMPase cell inh, ALOX15B inhib
Results for `CN1/C(=C/C2CC(=O)NC2=O)C(C)(C)c2ccccc21` (stereo not drawn) : 9.7, -4.9%, 5.2, -11.7%
Results for `CCOc1cc(C(=O)Nc2cc(=O)n(C)c(=O)n2C)cc(OCC)c1OCC` : -19.9, 3.5%, -2.2, -12.1%
Results for `Cc1cccc(C)c1NC(=O)CNC(=O)C(NC(=O)c1ccc(C(C)(C)C)cc1)C(C)C` (stereo not drawn) : 69.7, 2.1%, -5.1, x
Results for `COc1ccc(OC)c(NC(=O)CSc2nc3ccccc3c3nc4ccccc4n23)c1` : 32.3, -2.3%, -5.2, x
Results for `COc1ccc(-n2nnc3c(SCc4ccccc4)ncnc32)cc1` : -15.0, -3.8%, 7.5, 3.2%

Further structures.
SMILES	PNC inhibitor	ALOX12 inhib	IMPase cell inh	ALOX15B inhib
Cc1ccc(NS(=O)(=O)c2cc([N+](=O)[O-])ccc2NNC(=S)Nc2cccc(Cl)c2)c(C)c1	-23.6	u	-10.0	x
CC(C)(C)c1ccc(C(=O)Nc2ccc(CC(=O)O)cc2)o1	10.5	4.9%	2.7	4.8%
O=C(Cn1c(-c2ccccn2)nc2ccccc21)NCCN1CCOCC1	42.9	0.8%	1.6	-0.2%
O=C1/C(=C/c2ccccc2O)SC(=S)N1Cc1cccnc1	73.3	-1.4%	x	x
CCOC(=O)c1[nH]c(C)c(C(=O)OCCOc2cccc(C)c2)c1C	u	-2.0%	7.2	x
Cc1ccc(S(=O)(=O)NC(=O)Nc2ncc3c(n2)CC(c2ccco2)CC3=O)cc1 (stereo not drawn)	-97.2*	3.6%	1.3	x
O=c1cc(O)c2sc(Nc3cccc(C(F)(F)F)c3)nc2[nH]1	u	-2.8%	x	x
CCN(CC(=O)NC1CCCCCC1)S(=O)(=O)c1ccccc1	-80.3*	-3.9%	-1.5	0.4%
CSCCC(NC(=O)c1c(C)oc2c1CCCC2)C(=O)O (stereo not drawn)	32.0	-0.3%	0.8	4.3%
CCOC(=O)c1cnn(-c2nc3sc4c(c3c(=O)[nH]2)CCCC4)c1N	12.4	3.5%	-9.6	33.6%[activator]
C=C(C)C1Cc2c(C)nn(-c3ccccc3)c2C1 (stereo not drawn)	6.6	-0.1%	-5.8	2.9%
O=C(NCC(F)(F)F)Nc1ccccn1	-13.7	-1.9%	-2.1	-0.9%
COC(=O)C1ON2OC(C(=O)OC)C(C(=O)OC)C2C1CC(C)=O (stereo not drawn)	-21.9	6.3%	3.9	13.2%
CCCC1=[N+](CC(=O)c2ccc(C)cc2)CCn2cccc21	9.7	6.8%	-16.1	x
Cc1ccc(-c2nnc(N)o2)cc1	18.2	-6.9%	x	x
COC(=O)c1ccc(Oc2cc(C)nc(SC)n2)cc1	u	-3.5%	-1.3	-9.1%
CCOC(=O)N1CCN(C(=O)/C(=C/c2cccc3ccccc23)NC(=O)c2ccc(OC)cc2)CC1	-28.5	-1.5%	-5.2	10.3%
CC(C)(C)C1CCC(=NNC(=O)CC(=O)NCc2ccccc2)CC1 (stereo not drawn)	3.3	-3.9%	x	x
Cc1c(-c2ccc(O)cc2)nn(-c2ccc(O)cc2)c1-c1ccc(OCCN2CCCCC2)cc1	x	-3.2%	11.3	53.9%[activator]
COc1cccc(NC(=O)C2C3C=CC4(O3)C2C(=O)N(C2CC2)C4C(=O)NC2CCCCC2C)c1 (stereo not drawn)	-21.9	0.5%	4.2	0.5%
OC1(c2ccccc2)C/C(=N\n2cnnc2)C=C1c1ccccc1 (stereo not drawn)	15.9	8.2%	-0.4	-4.9%
N#CCCCSc1nnc(-c2ccc(Cl)cc2)n1-c1ccccc1	u	-5.0%	3.6	5.8%
Cc1ccc(/C=C/C(=O)O)cc1S(=O)(=O)NCCCC(=O)O	91.4	9.1%	6.0	-2.5%
COc1cc(/C=N/NC(=O)CN(Cc2ccco2)S(=O)(=O)c2ccccc2)ccc1O	12.1	-1.9%	x	x
COC(=O)c1ccc(C(NC(=O)OCc2ccccc2)/C(F)=C/[C@@H](C)C(=O)NCc2nc3ccccc3s2)cc1 (stereo partly drawn)	x	1.6%	x	-14.1%
c1csc(CSc2nnc3sc4ccccc4n23)c1	-29.5	1.6%	6.5	x
COc1ccc(Nc2nc3ccccc3c(=O)s2)c(OC)c1	0.4	-9.4%	3.0	-1.6%
COc1ccc(CNC(=O)COC(=O)C2CCC(C(C)(C)C)CC2)cc1 (stereo not drawn)	u	-3.1%	x	x
CCOC(=O)N1CCN(C(=O)Cn2ncc3c2-c2ccccc2OC3)CC1	6.3	1.9%	-1.9	1.1%
Cc1cc(SCn2nnc3ccccc3c2=O)nc2ccccc12	-20.5	-4.6%	x	x
Cc1nn(-c2ccccc2)c(Cl)c1C1C(C#N)=C(N)Oc2c1c(C)nn2-c1ccccc1 (stereo not drawn)	-4.0	-14.6%	3.3	-20.8%
COc1ccc2[nH]c3c(NCCCN4CCCC4=O)ncnc3c2c1	58.8	-5.1%	0.8	2.4%
C/C(NC(=O)c1ccccc1F)=C1\C(=O)C[C@@H]2[C@H]1C2(C)C	4.8	-3.7%	1.1	-1.2%
O=C(Nc1ccccc1)ON=C1c2ccccc2-c2ccccc21	54.0	-0.1%	-8.4	-16.0%
O=C1C=C(NNC(=O)c2ccccc2Br)CCC1	124.4	1.7%	x	x
O=C(Nc1cccc2nsnc12)c1ccc(-c2ccc(Br)cc2)o1	7.3	-14.5%	-1.5	-23.3%
COc1ccc(-n2[nH]c3c4c(ncc3c2=O)CCCCC4)cc1	x	0.0%[0.00818 µM]	x	10.7%[0.0915 µM]
COCCn1nnnc1C(c1cc2cccc(C)c2[nH]c1=O)N1CCN(c2ccccc2F)CC1 (stereo not drawn)	8.3	-2.9%	-3.0	-10.9%
COC(=O)c1cc(OC)c(OC)cc1NC(=O)c1cnccn1	7.2	-2.9%	-12.7	-2.1%
Cc1ccccc1-n1c(C)nnc1SCc1cc(=O)oc2ccc3ccccc3c12	-2.1	-0.2%	x	x
COc1ccc([N+](=O)[O-])cc1NC(=O)COC(=O)/C=C/c1ccco1	13.9	1.3%	x	x
COc1ccc(C2c3sc(=O)[nH]c3SC3C(=O)N(c4ccccc4)C(=O)C32)cc1 (stereo not drawn)	u	-21.0%	4.0	-18.6%
COC(=O)c1cc(NS(=O)(=O)c2ccc3c(c2)CCC(=O)N3)cc(C(=O)OC)c1	17.6	0.0%	-14.9	-2.2%
COC(=O)c1c(NC(=O)CN2CCC3(O)CCCCC3C2c2ccc(OC)cc2OC)sc(C)c1C (stereo not drawn)	57.7	-13.8%	7.6	x
O=c1c([N+](=O)[O-])c(NCCN2CCCCCC2)c2ccccc2n1-c1ccccc1	u	-1.6%	x	x
CCOC(=O)c1sc2nc(C3CC3)cc(-c3ccc(F)cc3)c2c1N	-5.0	-11.3%	-6.7	18.4%
CC1(C)Cc2c(c(N3CCOCC3)nc3sc4c(NN)ncnc4c23)CS1	u	-4.5%	1.7	15.3%
COc1ccc(Cl)cc1-c1nc(N)nc(N(C)C)n1	u	1.6%	x	x
COC(=O)c1ccc(CSc2nc3ccc(C)cc3[nH]2)o1	37.1	-4.6%	-0.8	-4.8%
CN1CCN(c2ccc(Cl)cc2NS(=O)(=O)c2ccccc2Cl)CC1	20.8	4.2%	4.6	36.2%[activator]
C/C(CC(=O)Nc1ccc(Cl)c(Cl)c1)=N\NC(=O)Cc1ccccc1	5.8	-7.0%	x	x
CC(=O)c1ccc(NC(=S)N2C(C)CCCC2C)cc1 (stereo not drawn)	13.2	-6.9%	u	-2.5%
CC(=O)Nc1ccc(OC(=O)c2ccc(Cl)cc2)cc1	-80.5*	-2.6%	x	x
COCCOC(=O)c1c(C)n(C)c2ccc(OC(=O)c3cccs3)cc12	36.8	-3.9%	2.0	15.6%
COc1ccc(NC(=O)CSc2c(C)n[nH]c2C)cc1	-14.4	-0.3%	-7.1	-13.8%
COc1ccc(S(=O)(=O)N(C)c2ccc(C(=O)N3CCC(C(N)=O)CC3)cc2)cc1	7.8	2.3%	7.6	-4.3%
O=C(CSc1nnc2c(n1)[nH]c1ccccc12)Nc1ccc2c(c1)OCO2	u	-3.4%	7.9	-23.2%
c1ccc(Oc2ccc(-c3ccnc4nc(N5CCN(c6ccccc6)CC5)nn34)cc2)cc1	25.0	7.6%	0.4	x
CC(C)NC(=O)c1ccccc1N(Cc1ccccc1)S(C)(=O)=O	38.8	5.1%	0.7	-0.6%
O=C(Nc1nc(-c2cccs2)c(-c2cccs2)s1)C1CCCC1	-2.5	-3.0%	-2.3	x

Three structures out of the list, sorted by heavy-atom count, low to high.
SMILES	PNC inhibitor	ALOX12 inhib	IMPase cell inh	ALOX15B inhib
COc1ccc(NC(=O)CSc2c(C)n[nH]c2C)cc1	-14.4	-0.3%	-7.1	-13.8%
O=C(Nc1nc(-c2cccs2)c(-c2cccs2)s1)C1CCCC1	-2.5	-3.0%	-2.3	x
C/C(CC(=O)Nc1ccc(Cl)c(Cl)c1)=N\NC(=O)Cc1ccccc1	5.8	-7.0%	x	x

The list continues.
SMILES	PNC inhibitor	ALOX12 inhib	IMPase cell inh	ALOX15B inhib
CCCOc1ccc(C(=O)NNC(=S)NC(C)=O)cc1	-24.0	-16.0%	12.4	28.4%
CSc1ccc(C#N)cc1NC(=O)c1ccc(Cl)cc1	34.5	1.7%	0.4	0.4%
COc1cc(/C=N/NC(=O)CC2(C)OCCCO2)ccc1OCc1ccccc1	-0.9	-1.0%	x	x
COc1ccccc1NC(=O)c1nn(C)cc1Br	21.3	-2.9%	-0.2	2.1%
CCn1c(-c2ccoc2C)n[nH]c1=S	29.8	-1.8%	3.7	13.0%
COC(=O)c1ccccc1NC(=O)Cn1cnc2cc(C)c(C)cc21	u	6.2%	-0.5	42.5%[activator]
C=CCn1c(SCC(=O)NC23CC4CC(CC(C4)C2)C3)nc(O)cc1=O	-100.0*	-7.2%	-1.9	x
CC(Sc1nnc(N)s1)C(=O)Nc1ccc(N2CCOCC2)cc1 (stereo not drawn)	2.8	8.1%	-5.9	-5.2%
